Screening results deposited in PubChem BioAssay by National Center for Advancing Translational Sciences (NCATS).
FEN1 inhibitor: qHTS Assay for the Inhibitors of Human Flap endonuclease 1 (FEN1). AID 588795, 2011. P39748. 390,000 tested, 0.35% active. Potency, µM (titrated, usually from 114 µM), inactives show at the highest dose activity change, negative = inhibition, actives largely listed as inhibitors. Recombinant FEN1 flap cleavage, fluorescence, 15 min; active means well fitted inhibition curve with a large enough effect; further: nearly all actives have a fitted effect of over 65% in size
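In this screen, 50 nM flap DNA substrate was added to 10 nM FEN1 pretreated with compound for 15 min at room temperature; cleavage was followed with reads at 0 and 15 min, and Hill fitting gave concentration–response parameters.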
* = called active by the depositor; & = joins results of further samples; [ ] = dose if it differs, or a comment. On the % scale 0 is the no-effect control and ±100 the full control effect; potency means the concentration at half of the fitted maximal effect.

entry	FEN1 inhibitor	Compound
1	-1.0%	CCCCN1CC(COCc2ccccc2)Oc2cccc(N3CCCC3)c2S1(=O)=O (stereo not given)
2	-5.6%	CC(C)CC1NC(=O)C(CC(C)C)N(CO)C1=O (stereo not given)
3	-1.4%	O=C(OCCN1CCOCC1)c1ccccc1Cl
4	13.0%	O=C(c1ccco1)N1CCN(c2ccc([N+](=O)[O-])cn2)CC1
5	-1.0%	CC(=O)OC1CCC2(C)C3=CCC4(C)C(C(C)=O)=CCC4C3CCC2C1 (stereo not given)
6	9.7%	CCCCN1CCC(=O)C(C(=O)OCC)=C1C(=O)OCC
7	5.1%	O=C(O)c1ccccc1Cc1ccc2c(c1)CCCC2
8	-10.4%	CCCN1CNc2c(c(=O)[nH]c(=S)n2CCc2ccc(C)c(C)c2)C1

Entries from the list above that have nitrogen in an aromatic ring (2):
entry	FEN1 inhibitor	Compound
4	13.0%	O=C(c1ccco1)N1CCN(c2ccc([N+](=O)[O-])cn2)CC1
8	-10.4%	CCCN1CNc2c(c(=O)[nH]c(=S)n2CCc2ccc(C)c(C)c2)C1

Among those listed so far, two contain four or more nitrogen atoms:
entry	FEN1 inhibitor	Compound
4	13.0%	O=C(c1ccco1)N1CCN(c2ccc([N+](=O)[O-])cn2)CC1
8	-10.4%	CCCN1CNc2c(c(=O)[nH]c(=S)n2CCc2ccc(C)c(C)c2)C1

(listing goes on)
entry	FEN1 inhibitor	Compound
9	5.3%	O=CN/C=C/c1cccc(O)c1
10	-2.8%	COc1ccc(C=CC(=O)c2c(OC)cc(OC)c(OC)c2O)cc1
11	2.0%	CN(C(=O)c1cccc(NC(=O)Cc2ccc(NC(=O)C3CCCN(S(=O)(=O)c4cccc([N+](=O)[O-])c4)C3)cc2)c1)C1CCC1 (stereo not given)
12	-9.7%	O=C(NCc1ccccc1)C1Nc2ccc(OC(F)(F)F)cc2C2C=CCC12 (stereo not given)
13	-7.0%	C=C1C=C(C)n2ncc(C(=O)NCCCCCC)c2N1
14	-10.6%	O=C(c1ccc(Cl)cc1)N1CCC(=O)N(C(CO)Cc2ccccc2)CC1 (stereo not given)
15	19.0%&-4.5%	CCCCN1CC[C@H]2C=CC[C@@H](C(=O)Nc3nccs3)[C@H]2C1=O
16	14.9%	CCOC(=O)N1CC(C)N(C(=S)Nc2ccccc2)CC1C (stereo not given)

Next part; the last 4 above are carried over.
entry	FEN1 inhibitor	Compound
13	-7.0%	C=C1C=C(C)n2ncc(C(=O)NCCCCCC)c2N1
14	-10.6%	O=C(c1ccc(Cl)cc1)N1CCC(=O)N(C(CO)Cc2ccccc2)CC1 (stereo not given)
15	19.0%&-4.5%	CCCCN1CC[C@H]2C=CC[C@@H](C(=O)Nc3nccs3)[C@H]2C1=O
16	14.9%	CCOC(=O)N1CC(C)N(C(=S)Nc2ccccc2)CC1C (stereo not given)
17	40.0%[activator]	CCOC(=O)c1cc2c(c(-c3ccccc3)n1)[C@H](CCO)N(S(=O)(=O)C(C)(C)C)C2
18	-18.4%	CSc1ccccc1NC(=O)CN(C)C(=O)C(C)SCc1nc2sc(C)c(C)c2c(=O)[nH]1 (stereo not given)
19	-10.2%	CCC(CC)C(=O)Oc1c(C(=O)N(C)C)cccc1-c1ccccc1
20	-3.1%	Cc1ccc(/C=N/n2nnnc2N)cc1
21	4.8%	C=C1C(=O)OC2C1CCC(C)C1C=CC(=O)C12C (stereo not given)
22	-9.0%	COc1ccccc1Oc1ccc(NC(=O)Cc2ccccc2)cc1
23	-10.8%	O=C(NCCCc1ccccc1)c1cccc(NC(=O)C2CCCC2)c1

A portion of the library; the hit share may differ from the screen's.
